D1 antagonist – human D1 dopamine receptor antagonism | P21728 | HEK293 TREx D1 cells, calcium flux, dopamine EC80; active compounds read low | activity change, negative = inhibition, % at 10 µM | hit rate 3.2% among 360,000; in the data active = activity change below about -30%; note: % is set by controls: 0 for no effect and ±100 for the full control effect
Target sequence (P21728 whole entry, looked up): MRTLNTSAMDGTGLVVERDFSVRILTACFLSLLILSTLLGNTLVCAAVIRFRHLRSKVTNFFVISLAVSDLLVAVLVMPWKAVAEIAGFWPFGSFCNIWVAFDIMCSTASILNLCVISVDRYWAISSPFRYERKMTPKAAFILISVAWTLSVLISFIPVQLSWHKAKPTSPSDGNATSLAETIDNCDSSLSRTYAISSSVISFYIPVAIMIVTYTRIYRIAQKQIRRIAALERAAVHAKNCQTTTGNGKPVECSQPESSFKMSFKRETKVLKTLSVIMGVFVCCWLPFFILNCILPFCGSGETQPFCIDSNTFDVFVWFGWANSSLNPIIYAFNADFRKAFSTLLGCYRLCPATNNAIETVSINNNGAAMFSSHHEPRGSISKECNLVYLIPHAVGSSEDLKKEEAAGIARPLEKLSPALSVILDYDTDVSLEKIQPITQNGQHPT
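After overnight tetracycline induction at 30 C, force-coupled D1 HEK293 cells took up a no-wash calcium dye at room temperature. Compounds were added and monitored 180 s, and the response to EC80 dopamine was then recorded.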
TRHR agonist – agonists of human TRH receptor | P34981 | TRHR cells, calcium flux fluo-8, FDSS agonist mode | activation, % at 2 µM | hit rate 0.18% among 360,000 | AID 493084; note: 0% is about no effect
Target sequence (P34981 whole entry, looked up): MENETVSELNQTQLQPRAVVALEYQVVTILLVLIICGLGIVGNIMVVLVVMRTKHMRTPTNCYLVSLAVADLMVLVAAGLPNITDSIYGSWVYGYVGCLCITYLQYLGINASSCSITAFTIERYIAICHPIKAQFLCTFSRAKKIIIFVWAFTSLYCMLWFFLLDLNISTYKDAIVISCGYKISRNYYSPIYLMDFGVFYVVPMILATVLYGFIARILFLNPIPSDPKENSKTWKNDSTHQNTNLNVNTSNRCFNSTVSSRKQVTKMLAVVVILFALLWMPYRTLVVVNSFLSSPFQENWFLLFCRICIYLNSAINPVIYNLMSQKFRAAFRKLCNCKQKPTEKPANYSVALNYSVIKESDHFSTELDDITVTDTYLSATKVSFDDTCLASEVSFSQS
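Agonist-mode FDSS calcium read (Ex 480/Em 530, 1 s cycles) in 1536-well TRHR cells with fluo-8 dye, after 10-cycle baseline and 23 nL compound addition; TRH at EC20 (10 nM final) added afterwards for the enhancer phase.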
D2 agonist – D2 dopamine receptor (human) agonism. hit rate 0.53% among 340,000. P14416. AID 485358. HEK293 T-REx D2 cells, calcium flux agonist mode. activation, % at 2 µM;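 active = activation over 3 SD above normal in the single-dose calcium agonist read, cut at about 30% in these data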; note: 0% is about no effect
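Agonism scored from kinetic calcium signal (1 read/sec, 180 s) following compound pin transfer, after a 10 s baseline. Cells: HEK293 Trex line expressing inducible D2 receptor coupled to calcium, dye-loaded after overnight culture at 30 C.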
D2 antag – antagonists of human D2 dopamine receptor; P14416; HEK293 TREx D2 cells, calcium flux, dopamine EC80; inhibition, % at 10 µM; hit rate 2% among 340,000; AID 485344; in the data active = inhibition above about 30%; note: 0% is about no effect
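In this primary screen, negative modulation is detected by tracking calcium flux after an EC80 dopamine challenge in inducible HEK293 T-REx D2 cells preexposed to test compound for 180 s.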
D2 PAM – D2 dopamine receptor (human) potentiation; P14416; HEK293 T-REx D2, calcium flux, EC20 dopamine potentiation; potentiation, % at 10 µM; hit rate 0.34% among 340,000; AID 485347;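 active = potentiation over 3 SD above the plate norm, cut at about 30% in these data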; note: 0% is about no effect
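Using a no-wash calcium dye in inducible, force-coupled HEK293 Trex cells expressing D2, we tracked fluorescence each second for 180 s after compound, then for 180 s after EC20 dopamine to detect augmented signalling.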
D1 agonist – agonists of human D1 dopamine receptor. P21728. HEK293 T-REx D1 cells, calcium flux, agonist mode. activation, % at 2 µM. hit rate 1% among 360,000. AID 504660; note: 0% is about no effect
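Tetracycline-induced HEK293 TREx D1 cells, force-coupled to calcium signalling, were dye-loaded with a no-wash calcium kit. Compound was pin-added after a 10 s baseline. Fluorescence was read kinetically at 1 cycle/s for 180 s, with calcium rises flagged as agonism.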
TRHR PAM – allosterically enhances the human TRH receptor; enhancement, % at 2 µM; TRHR cells, fluo-8 calcium fluorescence, EC20 TRH enhancement; P34981; hit rate 0.66% among 360,000; AID 493056; in the data active = enhancement above about 30%; note: 0% is about no effect
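Enhancer read-out: after compound pinning and an initial kinetic agonist-mode read, an EC20 of TRH (10 nM final) was injected and fluo-8 calcium signal (Ex 480/Em 530) followed at 1 s/cycle for 100 cycles in TRHR-expressing cells.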
D1 PAM – potentiators of human D1 dopamine receptor. HEK293 TREx D1 cells, calcium flux, dopamine EC20 potentiation. P21728. AID 504651. hit rate 0.036% among 360,000. potentiation, % at 10 µM; in the data active = potentiation above about 30%; note: 0% is about no effect
RXFP1 antagonist – RXFP1 (human) relaxin receptor antagonism | Q9HBX9 | HEK293-RXFP1, relaxin-stimulated cAMP HTRF, 30 min; active compounds read low | activity change, negative = inhibition, % at 57.5 µM | hit rate 0.59% among 350,000;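 active = activity change of -60% or lower, but not beyond a set lower limit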; note: % is set by controls: 0 for no effect and ±100 for the full control effect
Active calls of the source: *; · = no result given; & = joins results of further samples. Cut-off read from the data, not from the text of the source, unless noted: active = activation above about 30%; inactive = the rest.

SMILES	D1 antagonist	TRHR agonist	D2 agonist	D2 antag	D2 PAM	D1 agonist	TRHR PAM	D1 PAM	RXFP1 antagonist
CCCCN(C(=O)c1cc2c(s1)CCC2)c1c(N)n(CCCC)c(=O)[nH]c1=O	13.3	0.3	0.3	28.0	10.0	-1.8	1.8	-5.2	11.3
CCOC(=O)/C(=N/Nc1ccccc1)Sc1nnc(CCc2ccccc2)n1-c1ccccc1	-0.4	0.5	0.6	-1.9	-1.9	2.4	-6.5	2.6	-14.4
CNC(=O)Cc1csc2ccc(Cl)cc12	3.1	0.0	0.4	14.8	10.1	-0.9	6.3	2.7	-0.6
COc1ccc(CNC(=O)C2CCCN2C(=O)NCc2ccccc2)cc1 (configuration not stated)	1.0	-0.1	-0.2	4.2	0.8	-2.7	-7.0	-4.5	1.2
COc1ccc(/C=N/N2CCN(Cc3ccc(C)cc3)CC2)cc1Br	-14.0	0.0	1.8	-5.7	-15.3	-0.4	-9.6	8.3	-11.1
NCC12CC3CC(CC(O)(C3)C1)C2	1.2	0.5	-0.2	0.8	5.2	1.7	7.1	-2.6	-2.1
O=C(O)c1cc(-c2ccc(Cl)s2)nc2ccccc12	7.4	0.1	2.9	-20.0	9.6	2.1	3.8	-0.6	-6.8
CCc1ccc(CNC(=O)c2ccc(OC3CCN(C(C)=O)CC3)c(OC)c2)nc1	16.1	1.4	·	·	·	-0.3	-2.6	-6.0	-0.4
Cc1ccc(F)cc1NC(=O)CSCc1nc2sc(C)c(C)c2c(=O)[nH]1	3.4	0.4	·	·	-5.6	4.0	4.2	2.2	0.3
Cc1c(Cl)cnc(NC(=O)COC(=O)c2cccs2)c1Cl	-9.2	0.2	0.0	25.4	3.7	1.0	-2.5	1.9	-1.0
COc1ccccc1N1Cc2ccc(OC)c(OC)c2C1=O	-3.8	0.2	0.9	-1.0	-1.7	0.3	3.1	-0.4	-11.8
C#Cc1ccc(CN2CCC(N3CCC(C(=O)NCc4ccccn4)CC3)CC2)cc1	-3.7	1.1	0.2	-10.7	4.4	1.4	6.0	0.9	-10.0
Cn1cccc1C(=O)NC(=O)COC(=O)CC12CC3CC(CC(C3)C1)C2	6.5	0.1	·	·	·	5.0	4.5	2.5	-14.8
CCOC(=O)C(C)n1nc(/C=C/c2ccccc2)ccc1=O (configuration not stated)	-6.8	0.0	0.0	-12.4	-2.1	5.1	2.8	-8.4	-5.0
CCOc1ccccc1NC(=S)NC(=O)CCCOc1ccc(Cl)cc1Cl	-6.3	0.0	-0.4	3.6	-17.5	5.4	3.4	7.1	-12.6
COc1ccc(C(=O)Nc2ccc(Oc3ncnc4sc(-c5ccccc5)cc34)cc2)cc1OC	-9.1	0.1	0.9	4.8	-9.7	4.3	-4.2	-3.3	4.5
Cc1ccc(NC(=O)c2ccc(S(=O)(=O)NCC3CCCO3)cc2)cc1C (configuration not stated)	-12.0	-0.3	-0.4	-13.1	0.3	4.3	-5.6	-3.5	-2.2
COc1ccc(C(=O)CSc2nc3cc(C(=O)NC4CCCC4)ccc3c(=O)n2CC2CCCO2)cc1 (configuration not stated)	-11.8	0.0	0.8	·	1.4	1.6	-4.6	-1.2	·
CCOC(=O)C(C)Sc1ccc2nnc(CCNS(=O)(=O)c3ccccc3)n2n1 (configuration not stated)	1.8&2.6	-0.4&-0.1	0.8&-0.5	-8.3	-5.5&2.8	0.4&0.1	13.2&-11.2	-5.3&0.2	-5.1&-0.8
CC(=O)C1=C(c2ccc(Cl)c(Cl)c2)N(C(C)=O)n2cnnc2S1	·	-0.3	-0.8	·	9.2	1.0	-4.4	2.0	-83.3*
CN1CCN(CCCNC(=O)Cn2nc(-c3ccccc3)ccc2=O)CC1	11.6	0.6	0.5	-1.4	2.8	1.4	7.2	-4.6	19.4
Cc1ccc2c(=O)cc(CSc3ncn[nH]3)[nH]c2c1C	-9.5	0.0	-0.4	·	-8.0	1.9	6.1	-1.3	2.4
CN1CCN(C(c2cccc(C(F)(F)F)c2)c2nnnn2Cc2ccccc2)CC1 (configuration not stated)	2.2	9.7	2.4	13.7	-6.4	7.6	-11.5	-8.0	-8.6
COc1ccccc1C1=CC(=O)CC(C)(C)C1=O	·	-0.9	-1.0	-3.0	-2.6	-1.6	4.0	-1.5	·
Cc1nnsc1C(=O)Nc1ccccc1Cl	-13.4	-1.3	-0.6	-4.7	5.8	1.4	5.2	-15.1	-1.9
Cc1ccc(-c2nc3cc(NC(=O)c4cc5ccccc5o4)ccc3o2)cc1Cl	12.0	0.4	1.2	·	4.4	5.5	-2.5	-0.1	-4.9
Cc1ccc(Oc2ccc(NC(=O)CSc3n[nH]c(N)n3)cc2)cc1	-0.6	-0.7	0.5	2.9	11.2	0.0	-4.6	-3.2	11.6
O=c1[nH]c(-c2cccs2)nc2ccccc12	11.1	1.0	0.9	-7.0	-7.8	1.1	-2.2	4.0	0.1
CN1CCN(S(=O)(=O)c2ccc(NC(=O)c3ccc(Br)o3)cc2)CC1	4.2	0.0	1.2	-4.0	-1.8	5.5	3.0	-9.6	4.8
CCCCCNC(=O)CC1Nc2c3ccccc3nc(=S)n2C1=O (configuration not stated)	-3.9	-2.0	-0.5	-5.8	20.4	2.6	-5.4	-1.5	-5.0
CCOC(=O)/C(C#N)=C/c1ccc(-c2ccc(Br)cc2)o1	-21.5	9.3	3.9	·	-0.6	9.9	36.8*	-1.1	-6.4
CCCc1nnc(NC(=O)CNc2ccc(F)cc2)s1	12.2	0.1	0.6	-8.0	22.1	0.2	2.8	0.2	-4.2
COc1cc(Cl)c(NC(=O)C2CCN(S(=O)(=O)c3c(C)noc3/C=C/c3ccccc3F)CC2)c(OC)c1	1.9	0.4	0.0	·	10.8	3.1	4.6	-0.4	-2.6
CCCn1c(N/N=C\C=C\c2ccccc2)nc2c1c(=O)[nH]c(=O)n2C	12.7	0.4	1.7	0.2	5.9	1.0	2.6	-6.0	-3.7
O=c1[nH]c(C2CCN(S(=O)(=O)/C=C/c3ccccc3)CC2)nc2c1nnn2Cc1ccc(F)cc1	8.3	-0.1	-0.1	-1.6	-1.8	1.5	-4.4	2.1	-30.3
N#C/C(=C(/O)c1cccc(F)c1)c1nc2ccccc2s1	-35.4*	3.4	-0.9	26.5	6.7	23.4	11.2	-5.5	2.9
O=C(COc1ccc2cc(-c3ccccc3)c(=O)oc2c1)NCC1CCC(C(=O)O)CC1 (configuration not stated)	-8.1	-0.1	0.2	-12.2	-3.4	-0.1	26.9	-4.3	·
CSc1nc(-c2ccccc2)cn1-c1ccc(NC(C)=O)cc1	4.4	1.4	-1.0	-10.8	3.1	6.7	-1.1	3.7	-1.2
Cc1ccc(Nc2nnc(SC3CCOC3=O)s2)cc1 (configuration not stated)	-3.3	-1.0	-1.5	-4.5	-1.1	-0.4	-1.9	-4.4	10.2
Cc1cc(OCC(=O)OCC(=O)N2CCc3ccccc32)ccc1Cl	-21.1	0.1	-0.4	5.1	0.0	8.7	-3.0	-7.8	-9.6

Given in markdown: entries from further up.
| Structure | D1 antagonist | TRHR agonist | D2 agonist | D2 antag | D2 PAM | D1 agonist | TRHR PAM | D1 PAM | RXFP1 antagonist |
| --- | --- | --- | --- | --- | --- | --- | --- | --- | --- |
| N#C/C(=C(/O)c1cccc(F)c1)c1nc2ccccc2s1 | -35.4* | 3.4 | -0.9 | 26.5 | 6.7 | 23.4 | 11.2 | -5.5 | 2.9 |
| O=C(COc1ccc2cc(-c3ccccc3)c(=O)oc2c1)NCC1CCC(C(=O)O)CC1 (configuration not stated) | -8.1 | -0.1 | 0.2 | -12.2 | -3.4 | -0.1 | 26.9 | -4.3 | · |

Continued:
SMILES	D1 antagonist	TRHR agonist	D2 agonist	D2 antag	D2 PAM	D1 agonist	TRHR PAM	D1 PAM	RXFP1 antagonist
COCCNc1ncnc2nc[nH]c12	-4.4	1.3	-0.2	-10.7	-0.3	1.9	4.5	-3.0	-7.6
CCc1ccc2nc(N3C(=O)C(O)=C(C(=O)c4ccco4)C3c3cccs3)sc2c1 (configuration not stated)	-8.0	-0.1	·	·	7.3	0.5	-1.1	0.4	·
Cc1nn(C(=O)c2cccc([N+](=O)[O-])c2)c(C)c1Cl	4.5	-2.0	-0.1	-11.9	0.9	2.6	-13.1	-0.8	-3.6
CC(=O)Nc1cccc(-n2nnc(SCC(=O)Nc3ccccc3)n2)c1	-12.5	-0.2	-0.1	-4.6	0.9	2.2	4.2	-0.1	-0.9
COc1ccc(C(C)(C)C)cc1NC(=O)Nc1ccc2c(c1)OCO2	3.3	0.1	·	·	-3.3	-1.6	15.5	-8.6	20.6
Cc1ccc(N2C(=O)C3C(C2=O)C2C=CC3C23CC3)cc1 (configuration not stated)	17.2	-0.2	0.8	0.5	-1.9	1.5	0.9	1.3	10.4
CCSc1nnnn1-c1cccc(C(=O)O)c1	1.4	0.2	-0.2	·	-7.5	1.5	-0.4	-5.1	-10.3
Cc1nn(-c2ccccn2)c2c1C(c1c(F)cccc1Cl)C1=C(N2)c2ccccc2C1=O (configuration not stated)	-28.3	-0.6	1.2	11.5	6.2	1.1	-0.4	-3.1	·
CC(=O)Nc1cccc(C(=O)N2CCC(n3nccc3NC(=O)CC(C)C)CC2)c1	11.3	0.4	0.4	6.8	4.0	4.9	-1.8	-1.1	4.4
COc1ccccc1CNC(=O)c1cnc2sccn2c1=O	-39.6*	1.1	-0.3	4.1	-6.9	2.8	-4.8	-11.6	·
CCCN(CCC)C(=O)C1CCCN(c2ncnc3onc(-c4ccc(F)cc4)c23)C1 (configuration not stated)	7.7	0.2	·	·	3.8	1.3	19.3	-4.2	-11.8
CCn1cc(S(=O)(=O)c2ccc(OC)cc2)c(=O)c2cc(F)c(N3CCC(C)CC3)cc21	6.7	0.0	-0.7	·	1.0	1.5	3.8	-1.2	-10.8
CC(C)CNC(=S)NNC(=O)c1csc2ccccc12	-7.3	-0.6	-0.8	0.5	-5.3	-0.2	0.4	-0.1	10.3
COc1ccc(Br)c(C(=O)N2CCN(S(=O)(=O)c3cccs3)CC2)c1	6.7	0.0	-0.7	-5.6	-1.7	0.9	-0.1	-4.3	-0.1
C=CCn1c(-c2ccc(OC)cc2)nc2ccccc21	-12.3	-0.9	-1.7	4.8	-3.3	6.1	9.9	-11.6	-3.6
CCC(C)[C@H](NC(=O)NCCCn1ccnc1)C(=O)OC (some centres not stated)	4.7	-0.1	-0.6	2.2	8.5	3.0	4.0	-2.1	7.8
COc1cc(OC)c(CN2CCC(Cc3ccccc3)CC2)cc1Br	-42.8*	1.6	0.9	10.1	-17.2	8.5	3.4	-8.7	-12.3
Cc1ccccc1-c1noc(CCC(=O)Nc2cccc(C)c2C)n1	-0.5	-0.4	-0.8	·	0.3	7.2	-11.8	0.1	·
CNC(=O)COc1ccccc1C(=O)Nc1ccc2c(c1)oc1ccccc12	-22.2	1.1	0.7	-4.3	2.1	1.4	0.1	-9.7	-14.3

Of the compounds above, these contain a cyano group.
SMILES	D1 antagonist	TRHR agonist	D2 agonist	D2 antag	D2 PAM	D1 agonist	TRHR PAM	D1 PAM	RXFP1 antagonist
CCOC(=O)/C(C#N)=C/c1ccc(-c2ccc(Br)cc2)o1	-21.5	9.3	3.9	·	-0.6	9.9	36.8*	-1.1	-6.4
N#C/C(=C(/O)c1cccc(F)c1)c1nc2ccccc2s1	-35.4*	3.4	-0.9	26.5	6.7	23.4	11.2	-5.5	2.9

Bioassay records from PubChem BioAssay.
